Bioassay records from PubChem BioAssay.
NCOA2 inhibitor: human SRC2 (NCOA2) inhibition; 370,000 compounds, 0.17% hits; inhibition, % at 9 µM; HEK293 GAL4-SRC2 luciferase reporter, luminescence;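 active = inhibition above the mean inhibition of all tested compounds plus 3 SD, set per campaign, cut at about 52% in these data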;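 also: 0% = DMSO treated cells and 100% = cells given Gossypol at 36 µM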
COUP-TFII inh: NR2F2 (human) inhibition, primary screen. 370,000 compounds, 0.7% hits. HEK293T NGFI-A luciferase reporter, luminescence. P24468. inhibition, % at 8.6 µM;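 active = inhibition above a per-plate cutoff, mean inhibition of test wells between control levels plus 3 SD, cut at about 38% in these data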;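 also: cells cotransfected with COUP-TFII expression vector driving the NGFI-A reporter; 0% = median of COUP-TF2 test wells and 100% = reporter-only cells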
Target sequence (P24468 whole entry, looked up): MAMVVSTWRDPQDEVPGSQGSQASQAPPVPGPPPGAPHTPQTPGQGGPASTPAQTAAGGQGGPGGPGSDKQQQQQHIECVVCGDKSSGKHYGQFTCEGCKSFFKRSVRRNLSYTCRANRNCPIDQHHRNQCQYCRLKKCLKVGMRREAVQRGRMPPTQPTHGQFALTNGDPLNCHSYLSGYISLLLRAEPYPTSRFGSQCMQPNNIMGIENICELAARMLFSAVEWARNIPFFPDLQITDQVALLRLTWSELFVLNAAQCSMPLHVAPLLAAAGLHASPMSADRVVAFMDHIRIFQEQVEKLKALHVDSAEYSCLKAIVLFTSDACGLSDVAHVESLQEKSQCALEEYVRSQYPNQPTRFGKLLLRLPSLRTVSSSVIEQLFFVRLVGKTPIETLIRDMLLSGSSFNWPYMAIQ
Active calls of the source: *.

SMILES	NCOA2 inhibitor	COUP-TFII inh
Cc1cc(O)cc(=O)n1-c1cc(Cl)cc(Cl)c1	-31	14
C=CCN1C(=O)[C@H](CC(=O)NCCCCc2ccccc2)[C@@]2(C(=O)OCC)CCCC=C12	9	-4
C=CCNC(=O)CSc1nc2c(c(=O)[nH]1)CCCC2	13	7
CCN1CCCCC(NC(=O)c2ccc(F)cc2)C1=O (centres undefined)	15	-10
CCCC(=O)OC[C@H]1CN(C2CCCC2)S(=O)(=O)c2c(F)cccc2O1	23	16
COCC#Cc1cnc2c(c1)C(=O)N([C@@H](C)CO)C[C@H](C)[C@H](CN(C)C(=O)c1ccc3c(c1)OCO3)O2	6	3
Cc1ccc(NC(=O)CSc2nnc(-c3cc(-c4ccc(Cl)cc4)n[nH]3)n2N)cc1	-39	-8
COC(=O)C1CN(Cc2ccccc2)CCS(=O)(=O)N1Cc1cccc(Cl)c1 (centres undefined)	23	-14
CC12CCC(C(=O)N3CCN(c4ccccc4)CC3)(CC1=O)C2(C)C (centres undefined)	8	-10
C=CC(=O)NC1CCCCN(C(C)C)C1=O (centres undefined)	8	1
Cc1ccc2c(=O)n3c(nc2c1)C(Cc1ccc(O)cc1)NC(=O)c1ccc(Cl)cc1-3 (centres undefined)	13	18
COc1ccc(/C=C2\CC3(OC(=O)c4ccccc4)CCCN2C3)cc1 (centres undefined)	4	6
CC(=O)Oc1cc2c(s1)CCN(C(C(=O)C1CC1)c1ccccc1F)C2 (centres undefined)	-46	-20
O=c1c2ccccc2nc2c3ccccc3c(NCCN3CCOCC3)nn12	-121	-22
CCCCc1c(-c2ccccc2OC)ncn1Cc1cccc(OC)c1	2	-2
C[C@H]1[C@H](c2ccccc2)Oc2cc(Br)ccc2S(=O)(=O)N1Cc1ccc(Cl)cc1	-2	-2
CC(C)(C)OC(=O)N1CCC[C@@H]1C(=O)N1CCC[C@H]1C(=O)NCc1ccccc1	-17	-5
CC(C)CN1C(=O)C[C@]2(C(=O)N(C)c3ccc(NC(=O)C(C)(C)C)cc32)C1c1ccccc1 (some centres undefined)	3	-29
CC(NC(=O)c1cc(Br)ccc1Br)c1ccccc1 (centres undefined)	12	12
COc1ccc2c(c1)CN1C(=O)N(C3CCCC3)S(=O)(=O)CC21 (centres undefined)	-12	4
CCc1nnn2c1Cn1c3ccccc3c(=O)n1[C@@H](C(C)C)C2	-15	-6
CCOC(=O)[C@@]12CCCC=C1N(CCc1ccc(Cl)cc1)C(=O)[C@H]2CC(=O)NCc1cccs1	14	4
C[C@@H]1[C@@H](O)C[C@@]2(CC(=O)c3ccccc3O2)O[C@H]1c1ccccc1	-19	6
Cc1ccc2oc(=O)c3cc(C(=O)NCCCN4CCC(C)CC4)sc3c2c1	23	20
CC(CCN1CCC(C(O)(c2ccccc2)c2ccccc2)CC1)Oc1cccc(C(F)(F)F)c1 (centres undefined)	7	16
Carrying on:
SMILES	NCOA2 inhibitor	COUP-TFII inh
CN1CCCCC(NC(=O)c2ccccc2)C1=O (centres undefined)	-10	15
O=C(CC1C=CCC1)OCCN1CCN(C2CN(Cc3cn(Cc4ccccc4Cl)nn3)S(=O)(=O)C2)CC1 (centres undefined)	1	14
O=C(CSc1nnc(-c2cccs2)n1Cc1ccco1)Nc1ccc(OCc2ccccc2)cc1	-22	1
COC(=O)c1cccc(Cn2ccc3ccc(-c4ccc5ccn(C(=O)C6CC6)c5c4)cc32)c1	-11	3
C[C@H](O)[C@@H]1CN2CCc3c([nH]c4c(-c5ccccc5)cccc34)[C@@H]2C[C@@H]1N(C)C(=S)NCCc1ccccc1	-29	2
Clc1ccc(CN2CCN(N=Cc3c4ccccc4cc4ccccc34)CC2)cc1	6	-5
CCOC(=O)[C@@]12CN(C(=O)OC(C)(C)C)CC=C1N(Cc1ccc(OC)cc1)C(=O)[C@H]2CC(=O)NCc1ccc(C)o1	3	-14
COc1ccc(C2CC(=O)C(c3ccc(C#N)cc3)=CN2Cc2ccccc2)cc1 (centres undefined)	14	0
C=CC[C@]1(O)C(=O)N(c2ccccc2)c2ccccc21	13	-2
COc1ccccc1CNC(=O)N1CCC(c2nc3ccc(Cl)cc3[nH]2)CC1	-22	6
O=C(NCCc1ccccc1)OCc1cn(Cc2ccc(F)cc2)nn1	-14	7
COC(=O)[C@]1(CNC(=O)C(C)(C)C)CC(=O)N(C)[C@@H]1c1ccccc1	-7	-5
CCCC[C@H]1C2CC(OC(=O)NCc3ccc(Cl)cc3)C(C2)[C@H]2CCCCN21 (some centres undefined)	1	-11
O=S1(=O)CC2c3ccccc3CCN2CN1Cc1ccccc1 (centres undefined)	2	-26
COC(=O)C1CN(Cc2ccccc2)CCS(=O)(=O)N1Cc1ccc(C(F)(F)F)cc1 (centres undefined)	-2	14
C=C1C(=O)[C@]23C[C@H]1CC[C@H]2[C@]1(C)CCC[C@@](C)(C(=O)OC)[C@H]1C[C@@H]3O	84*	94*
C=Cc1ccc(C(=O)N2CCC(n3nnc4ncccc43)CC2)cc1	-16	7
O=C(NCCc1ccccc1)OCc1cn(Cc2cc(F)cc(F)c2)nn1	2	9
CSc1ccc(Oc2cccc3c2S(=O)(=O)N([C@H](C)c2ccccc2)C[C@@H](COCc2ccccc2)O3)cc1C	14	10
NCCN1CCN2C(=O)CN(C(=O)c3ccccc3)CC12 (centres undefined)	6	0
CCOC(=O)Cn1cc(CN2CCS(=O)(=O)N(Cc3ccccc3)C(C(=O)OC)C2)nn1 (centres undefined)	-34	10
CC(C)(C)c1ccc(S(=O)(=O)N2CCCC2C(=O)N2CCN(c3ccccc3)CC2)cc1 (centres undefined)	-2	15
Cc1cc2ncn(/N=C/c3cc(Br)ccc3O)c2cc1C	1	6
CC1CCN(c2ccc(C(=O)O)cc2NS(=O)(=O)c2ccc(C(C)(C)C)cc2)CC1	13	-11
COC(=O)C1CN(C2CC2)CCS(=O)(=O)N1Cc1cn(Cc2ccc(C)cc2)nn1 (centres undefined)	12	4
Further results follow.
SMILES	NCOA2 inhibitor	COUP-TFII inh
Cc1cc2c(nc1C)CCCN2S(=O)(=O)c1ccc(F)cc1	0	2
COC(=O)C1=C(C)N(Cc2ccccc2C(F)(F)F)C(=NCc2ccc(OC)cc2)NC1CCc1ccccc1 (centres undefined)	-35	-16
COc1ccc(CN2C(=O)N3Cc4cc(OC)ccc4C3CS2(=O)=O)cc1 (centres undefined)	16	0
C=C1[C@@H]2CC[C@H]3[C@]4(C)[C@@H](O)CC[C@@](C)(C(=O)OC)[C@H]4C[C@H](O)[C@]3(C2)[C@H]1O	6	-14
CC(C)(C)c1ccc(C#C[C@@H]2C=C[C@@H](O)[C@@H](CO)O2)cc1	-26	-17
Cc1[nH]nc2c1C(c1ccc(Br)cc1)N(c1ccccc1)C2=O (centres undefined)	-4	-1
COc1cc(OC)cc(-n2c3nc4ccccc4nc3c3c(=O)n(CC4CCCO4)cnc32)c1 (centres undefined)	11	5
CCCCc1c(-c2ccccc2OC)ncn1Cc1ccc(C(C)(C)C)cc1	10	17
COc1cccc(N(C)C(=O)[C@@H](C)[C@@H](O)c2ccc(Cl)cc2)c1	-17	-16
N#Cc1cccc(Cn2ccc3ccc(-c4ccc5ccn(Cc6ccccc6)c5c4)cc32)c1	-6	-4
c1ccc(-c2nc3ccccc3nc2-c2ccc(CN3CCC4(CC3)CNc3ccccc34)cc2)cc1	-9	6
O=C(Nc1ccc(Cl)c(Cl)c1)C1CCN(c2nnc(-n3cccc3)s2)CC1	2	-1
CCOC(=O)[C@]12CCCC3=C1N(CCC3)C(=O)[C@@H](CC(=O)N1CCOCC1)C2	-15	-3
COC(=O)C1=C(C)N(Cc2ccc(Cl)cc2)C(=S)NC1c1ccc(OC)cc1 (centres undefined)	12	-12
O=C(Nc1cccc([N+](=O)[O-])c1)NC1CCCCN(Cc2cccc(Cl)c2)C1=O (centres undefined)	7	22
CCCCOCC1CN(CCCC)S(=O)(=O)c2c(Oc3ccc(OC)cc3)cccc2O1 (centres undefined)	6	7
COCCSc1ncccc1-c1nc2ccccc2[nH]1	10	2
CN(C(=O)c1cccc(NC(=O)Cc2ccc(NC(=O)C3CCN(C(=O)CCc4ccccc4)CC3)cc2)c1)C1CCCC1	-16	0
O=S1(=O)c2ccc(Br)cc2OC[C@@H](c2ccccc2)N1Cc1cn(CCC2OCCO2)nn1	18	5
Cc1cc(NS(=O)(=O)c2ccc(NC(=O)CSc3nnc(-c4ccccn4)n3Cc3ccco3)cc2)nc(C)n1	23	15
Cc1[nH]c2ccccc2c1C(=O)c1c(N)[nH]c(C(=O)c2ccccc2)c1-c1ccc(Cl)cc1	-3	-18
c1ccc(Cn2ccc3ccc(-c4ccc5ccn(Cc6cccc(-c7ccsc7)c6)c5c4)cc32)cc1	-8	-4
CC1(C)CC(=O)N(CC(=O)N2CCN(Cc3ccc4c(c3)OCO4)CC2)c2ccccc2S1(=O)=O	10	2
CC(C)(C)OC(=O)NCc1cc(F)ccc1/C=C/S(=O)(=O)NCc1ccc(F)cc1	23	-3
COc1cccc(-n2c(CN3CCN(Cc4ccccc4)CC3)nc3ccc([N+](=O)[O-])cc3c2=O)c1	-9	8

Given bar-delimited: entries from further up
mol | NCOA2 inhibitor | COUP-TFII inh
COCC#Cc1cnc2c(c1)C(=O)N([C@@H](C)CO)C[C@H](C)[C@H](CN(C)C(=O)c1ccc3c(c1)OCO3)O2 | 6 | 3
Cc1ccc(NC(=O)CSc2nnc(-c3cc(-c4ccc(Cl)cc4)n[nH]3)n2N)cc1 | -39 | -8
COC(=O)C1CN(Cc2ccccc2)CCS(=O)(=O)N1Cc1cccc(Cl)c1 (centres undefined) | 23 | -14
CC12CCC(C(=O)N3CCN(c4ccccc4)CC3)(CC1=O)C2(C)C (centres undefined) | 8 | -10
C=CC(=O)NC1CCCCN(C(C)C)C1=O (centres undefined) | 8 | 1
Cc1ccc2c(=O)n3c(nc2c1)C(Cc1ccc(O)cc1)NC(=O)c1ccc(Cl)cc1-3 (centres undefined) | 13 | 18

Continuation:
SMILES	NCOA2 inhibitor	COUP-TFII inh
C=CCN=C1NC(c2cccc(F)c2)C(C(=O)OC)=C(C)N1Cc1cccc(C(F)(F)F)c1 (centres undefined)	-20	13
S=c1[nH]nc(-c2ccncc2)n1/N=C/c1cccc2ccccc12	-3	18
CC(=O)N(c1nc2ccccc2s1)N1C(=O)c2ccccc2C1=O	-23	-14
CC(=O)N1CCc2cc(Br)c(S(=O)(=O)CCC(=O)N3CCN(c4ccccn4)CC3)cc21	3	4
Cc1ccc(C(=O)N2CCC[C@@H]2C(=O)N2CCC[C@H]2C(=O)NCc2ccccc2)cc1	19	3
CCOC(=O)N(C)[C@H]1C[C@H]2c3[nH]c4c(-c5ccccc5)cccc4c3CCN2C(=O)[C@H]1[C@H](C)O	-1	1
O=C1CC[C@@H](COc2ccc3[nH]cc(-c4ccccc4)c3c2-c2ccccc2)N1	4	-9
Cc1cc(Nc2cc(Cl)cc(Cl)c2)cc(=O)n1-c1cc(Cl)cc(Cl)c1	4	-8
Cc1cccc(C2=CC(=O)CC(C)(C)C2=O)c1	-13	2
O=S1(=O)c2ccc(N3CCC[C@H]3CO)cc2O[C@H]2CCN1C2	-25	7
COCc1cc(N2CCN(C(=O)OC(C)(C)C)C[C@H]2C)ccc1N1CCS(=O)(=O)CC1	36	5
O=C(Nc1ccc(Cl)cc1)N1CCN(Cc2nc3ccccc3c(=O)[nH]2)CC1	-15	1
COCCCN1C(=O)[C@H](CC(=O)NCCC(C)C)[C@]2(C(=O)OC)CCCCC=C12	-11	4
CN1CCCN(S(=O)(=O)c2ccc3c(c2)CCC(=O)N3)CC1	-2	9
CCCCNC(=O)C[C@H]1C[C@@]2(C(=O)OC)C(=C[C@H](COCc3ccccc3)O[C@@H]2C)N(Cc2cccc3ccccc23)C1=O	7	-2
COc1ccc(CCNS(=O)(=O)c2c(C)n[nH]c2C)cc1	13	6
COc1cccc(N2CCN(CC(=O)NCc3ccc(Cl)cc3)CC2)c1	-11	12
CCCCN1CN2Cc3ccccc3C2CS1(=O)=O (centres undefined)	16	-8
O=C(NN=Cc1ccco1)C(=O)Nc1cccc(C(F)(F)F)c1	0	0
C=C(C)[C@@H]1CC2=C(OC)C(CC=C(C)C)(CC=C(C)C)C(=O)C(C(=O)c3ccccc3)=C2O1	15	5
O=S(=O)(c1ccc(F)cc1)n1c(CN2CCOCC2)nc2ccccc21	12	10
CN1CCCCC(NC(=O)c2cccc(F)c2)C1=O (centres undefined)	15	8
CN(Cc1ccccc1)C(=O)OCc1cn(Cc2ccc(F)cc2F)nn1	15	13
COC(=O)[C@]12C[C@H](CC(=O)NCc3ccc(C)o3)C(=O)N(CCc3ccc(OC)c(OC)c3)C1=C[C@H](C1CCCC1)O[C@@H]2C	-7	13
O=C(CC1CCCC1)N[C@H](C(=O)N1CCC[C@H]1C(=O)NC1CCCC1)c1ccccc1	17	-1
CCCCNC(=O)C[C@H]1C[C@@]2(C(=O)OC)C(=C[C@H](C(C)(C)C)O[C@@H]2C)N(Cc2cccc3ccccc23)C1=O	-4	34
O=S(=O)(CC1NCc2cc(F)ccc21)NCc1ccc(F)cc1 (centres undefined)	8	-7
COc1ccc(C2CC(=O)C(c3ccccc3OC)=CN2Cc2ccccc2)cc1 (centres undefined)	11	5
COc1ccc(N2CCCN(CC(=O)Nc3ccc(Cl)cc3)CC2)cc1	-32	-9
CCCCOCCCNC(=O)C[C@H]1C[C@@]2(C(=O)OC)C(=C[C@H](C(C)(C)C)O[C@@H]2C)N(Cc2ccccc2)C1=O	5	-5

3 compounds picked at random from the list so far, as already listed:
SMILES	NCOA2 inhibitor	COUP-TFII inh
CC(=O)N1CCc2cc(Br)c(S(=O)(=O)CCC(=O)N3CCN(c4ccccn4)CC3)cc21	3	4
O=C1CC[C@@H](COc2ccc3[nH]cc(-c4ccccc4)c3c2-c2ccccc2)N1	4	-9
COc1ccc(CCNS(=O)(=O)c2c(C)n[nH]c2C)cc1	13	6

This is a subset (hit frequency here may not be typical).
